Compound activity (PubChem)
PAFAH1B3 FP inh: inhibitors of human PAFAH1B3; Q15102; recombinant PAFAH1B3, FP-rhodamine probe, fluorescence polarization; inhibition, % at 3.39 µM; hit rate 0.28% among 340,000;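 active = inhibition above the screen-wide average of all tested compounds plus 3 SD, cut at about 25% in these data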;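 also: 0% = enzyme with DMSO only and 100% = wells lacking PAFAH1B3 protein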
pPAFAH FP inh: inhibitors of human plasma PAF acetylhydrolase (pPAFAH). Q13093. recombinant pPAFAH, FP-rhodamine probe fluorescence polarization. inhibition, % at 3.39 µM. hit rate 1.5% among 330,000;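 active = inhibition above the mean inhibition across the screen plus 3 SD, cut at about 25% in these data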;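 also: inhibitors block binding of the rhodamine activity-based probe so polarization drops; 0% = enzyme with DMSO and 100% = wells lacking pPAFAH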
Target sequence (Q13093 whole entry, looked up): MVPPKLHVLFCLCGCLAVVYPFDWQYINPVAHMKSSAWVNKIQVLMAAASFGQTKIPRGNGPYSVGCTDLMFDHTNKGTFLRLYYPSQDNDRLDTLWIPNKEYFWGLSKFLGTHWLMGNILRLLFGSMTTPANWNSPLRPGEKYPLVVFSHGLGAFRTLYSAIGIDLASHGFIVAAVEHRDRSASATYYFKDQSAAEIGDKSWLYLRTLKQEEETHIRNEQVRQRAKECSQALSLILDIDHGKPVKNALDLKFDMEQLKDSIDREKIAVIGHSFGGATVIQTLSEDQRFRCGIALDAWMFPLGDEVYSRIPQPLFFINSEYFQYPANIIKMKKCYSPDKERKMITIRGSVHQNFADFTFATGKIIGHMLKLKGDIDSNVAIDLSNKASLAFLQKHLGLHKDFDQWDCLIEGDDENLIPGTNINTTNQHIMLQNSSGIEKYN
PREPL inhibitor: inhibitors of human prolyl oligopeptidase-like enzyme PREPL. Q4J6C6. recombinant PREPL, fluorescence polarization activity-based probe. inhibition, % at 5.96 µM. hit rate 0.68% among 320,000. AID 2751; in the data active = inhibition above about 43%;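 also: 0% = enzyme with DMSO and 100% = wells lacking enzyme; many of its hits are not listed in these tables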
PAFAH2 FP inh: PAFAH2 (human) inhibition; inhibition, % at 3.39 µM; recombinant PAFAH2, FP-rhodamine activity probe, fluorescence polarization; hit rate 0.99% among 340,000; AID 492956;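 active = inhibition above the mean over all tested compounds plus 3 SD, cut at about 30% in these data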;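 also: inhibitors block probe labeling of enzyme so polarization drops; 0% = enzyme with DMSO and 100% = wells lacking PAFAH2 protein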
LYPLA1 inh: LYPLA1 (human) inhibition in PME1 counter-screen. inhibition, % at 5.9 µM. hit rate 0.16% among 320,000. AID 2174. recombinant LYPLA1, FP-Rh probe fluorescence polarization;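 active = inhibition above the mean of all tested compounds plus 3 SD, set per campaign, cut at about 14% in these data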;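 also: inhibitors block serine hydrolase probe labeling of LYPLA1 so polarization falls; 0% = enzyme with DMSO and 100% = wells lacking LYPLA1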
Target sequence (O75608 whole entry, looked up): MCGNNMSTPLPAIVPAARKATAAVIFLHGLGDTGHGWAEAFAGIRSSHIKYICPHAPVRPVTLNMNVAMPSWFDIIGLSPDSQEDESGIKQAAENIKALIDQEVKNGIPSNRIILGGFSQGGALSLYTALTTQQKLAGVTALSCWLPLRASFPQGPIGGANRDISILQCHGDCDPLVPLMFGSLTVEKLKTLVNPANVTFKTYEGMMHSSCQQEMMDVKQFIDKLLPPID
PAD4 inh: blocks human protein arginine deiminase 4. Q9UM07. recombinant PAD4, RCA probe fluorescence polarization. inhibition, % at 6.36 µM. hit rate 0.41% among 330,000. AID 485272;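 active = percent inhibition above a cutoff equal to the mean of all tested compounds plus 3 SD, cut at about 15% in these data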;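 also: 0% = PAD4 with RCA probe and DMSO and 100% = probe without PAD4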
GSTO1 inh: GSTO1 inhibition, counter-screen for RBBP9 inhibitors; P78417; recombinant GSTO1, activity-based probe fluorescence polarization; inhibition, % at 5.96 µM; hit rate 1.1% among 300,000;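 active = inhibition above the campaign mean inhibition plus 3 SD, cut at about 35% in these data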;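 also: 0% = GSTO1-1 with DMSO and 100% = wells lacking GSTO1-1 enzyme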
Target sequence (P78417 whole entry, looked up): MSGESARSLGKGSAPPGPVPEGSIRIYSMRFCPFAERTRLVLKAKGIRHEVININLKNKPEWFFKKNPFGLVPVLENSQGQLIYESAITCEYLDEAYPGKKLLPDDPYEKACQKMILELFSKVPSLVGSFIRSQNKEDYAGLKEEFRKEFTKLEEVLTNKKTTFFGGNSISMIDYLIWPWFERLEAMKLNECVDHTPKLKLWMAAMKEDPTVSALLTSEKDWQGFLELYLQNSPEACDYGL
LYPLA2 counter: LYPLA2 (human) inhibition in PME1 counter-screen; recombinant LYPLA2, FP-Rh probe fluorescence polarization; inhibition, % at 5.9 µM; hit rate 0.38% among 320,000; AID 2177;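 active = inhibition above the screen-wide mean plus 3 SD, limit set per campaign, cut at about 26% in these data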;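 also: 0% = LYPLA2 with DMSO and 100% = wells lacking LYPLA2 enzyme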
PAFAH1B2 inh: PAFAH1B2 (human) inhibition | hit rate 1.2% among 340,000 | inhibition, % at 3.39 µM | recombinant PAFAH1B2, FP-rhodamine activity probe, fluorescence polarization | P68402 | AID 492953;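 active = inhibition above the mean of all tested compounds plus 3 SD, cut at about 24% in these data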;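 also: 0% = enzyme with DMSO and 100% = wells lacking PAFAH1B2; many of its hits are not listed in these tables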
The depositor's hits bear a star; x = no result given.

SMILES	PAFAH1B3 FP inh	pPAFAH FP inh	PREPL inhibitor	PAFAH2 FP inh	LYPLA1 inh	PAD4 inh	GSTO1 inh	LYPLA2 counter	PAFAH1B2 inh
Cc1cc(C(F)F)n2ncc(C(=O)NCc3ccccc3C(F)(F)F)c2n1	4	2	-1	-6	-2	-1	-5	0	-2
CC1CCCCC12NC(=O)N(CC(=O)c1ccc[nH]1)C2=O (stereo unspecified)	-1	6	2	1	2	-3	2	-5	1
CCC(CC)=C(C#N)C(=O)NC1CCCCC1	0	2	0	-2	2	-2	0	-6	1
O=C(O)c1ccc(-n2nncc2-c2ccccc2)cc1	7	3	16	-7	1	-3	3	0	5
Cc1ccc(S(=O)(=O)N/N=C\c2cc3c(cc2Br)OCO3)cc1	-3	3	8	6	-2	4	10	0	9
CCOC(=O)C1=C(C)Nc2ncnn2C1c1cc(OC)ccc1OC (stereo unspecified)	-1	0	1	-1	-1	1	-7	-1	3
Cc1ccc(S(=O)(=O)N2CCOCC2)cc1NC(=O)c1ccc(F)cc1F	8	2	5	10	x	4	x	x	-8
CC(NC(=O)c1ccco1)C(=O)OCC(=O)N1CCCCCC1 (stereo unspecified)	4	-3	7	-5	1	1	x	0	5
CCc1cc(=O)oc2cc(C)cc(OC(C)C(=O)NC(Cc3c[nH]c4ccc(O)cc34)C(=O)O)c12 (stereo unspecified)	5	11	0	-4	1	2	2	12	5
COc1ccc(N=C2SCC(=O)N2c2ccc(OC)cc2)cc1	1	2	-3	-7	-2	5	-8	1	-1
CCC1=Nc2cc(C(=O)NCC3CCCO3)ccc2Sc2ccc(Cl)cc21 (stereo unspecified)	3	3	-9	-3	-2	1	5	5	8
CC(C)Oc1ccc(C(=O)NC(=S)Nc2ccc(CN3CCOCC3)cc2)cc1	12	0	-3	-7	-3	0	7	10	-2
COc1ccc(CNC(=O)COC(=O)CCc2c[nH]c3ccccc23)cc1	14	8	-17	-2	4	-4	8	-1	-6
CCOC(=O)C1CCCN(C(=O)c2cccc(S(=O)(=O)N(C)c3c(C)n(C)n(-c4ccccc4)c3=O)c2)C1 (stereo unspecified)	-3	-6	-2	0	4	-3	2	0	-4
CCNc1nc(NC(C)C)nc(NS(=O)(=O)c2ccc(C)cc2)n1	8	2	6	-1	1	6	-6	2	-1
CC(C)(C)OC(=O)N1CCC(NC(=O)c2nc[nH]c2C(=O)N2CCN(c3ccccc3)CC2)CC1	11	0	11	3	x	-2	x	x	8
CC1(c2nnc(-c3ccc(F)cc3)o2)CC(c2c(Cl)cccc2Cl)=NO1 (stereo unspecified)	7	-4	-43	3	-1	2	0	2	2
CC(CN1CCCCC1)OC(=O)c1ccc2c(c1)OCO2 (stereo unspecified)	3	-3	4	6	0	1	-4	1	6
Cc1cc(C)c2c(=O)[nH]c(SCC(=O)N3CCOCC3)nc2n1	5	1	8	4	3	4	-2	3	4
Cc1cccc(Oc2ccc(S(=O)(=O)N3CCCCC3)cc2NC(=O)C2=COCCO2)c1	13	-3	8	2	-5	-4	x	-7	2
COc1ccccc1NC(=O)CSc1nc(=O)n(Cc2ccncc2)c2c1CCCC2	4	5	0	2	-1	0	0	4	2
O=S(=O)(c1ccc(F)cc1)N1CCc2ccccc2C1	4	10	-13	-5	0	5	-2	0	15
Cc1cccn2c(=O)c(/C=C(\C#N)C(=O)NCc3ccco3)c(N3CCCC(C)C3)nc12 (stereo unspecified)	7	7	-4	-3	-2	-4	1	0	7
CC(C)NC(=O)Nc1cccs1	-1	2	5	-2	0	-1	7	5	2
CCCc1cc(=O)[nH]c(SCC(=O)c2c(C)[nH]c3ccccc23)n1	6	0	14	3	-1	4	-6	-7	5
CC(=O)N1CC2([N+](=O)[O-])CN(C(C)=O)CC([N+](=O)[O-])(C1)C2(C)C	2	-1	-4	-11	2	4	10	0	2
N#CC1=C(N)OC2=C(C(=O)CCC2)C1CCc1ccccc1 (stereo unspecified)	1	0	4	7	-5	2	-5	-10	-3
C=CCn1c(SCC(=O)Nc2nccs2)nnc1-c1ccco1	-2	0	-3	2	2	-4	19	12	-7
Cn1c(=O)n(CCc2ccccc2)c(=O)c2c1nc1n2CCCN1Cc1ccccc1	3	-1	26	1	1	0	9	6	6
CCOC(=O)/C(C#N)=C/Nc1ccccc1NS(=O)(=O)c1ccc2c(c1)OCCO2	7	2	2	5	-4	-6	x	4	2
O=C(NCCCNC(=O)c1cc(Cl)ccc1Cl)c1cnccn1	-5	-3	6	-13	1	-1	4	-1	3
CC(C)(C)OC(=O)N1CCC(c2c(C(=O)O)cnn2-c2ccccc2Cl)CC1	-12	2	6	2	2	0	-7	3	3
COc1ccc(Cl)cc1S(=O)(=O)NC(C)C(=O)NCc1ccc2c(c1)OCO2 (stereo unspecified)	5	0	8	-4	-4	2	3	-4	9
CCC(=O)Nc1nnc(SCC(=O)NCC2CCCO2)s1 (stereo unspecified)	-3	1	8	-2	-2	3	12	-3	11
O=C(COc1cccc2ccccc12)N1CCN(c2ccccc2)CC1	3	4	7	1	0	-3	-4	-1	6
C=CCN1CCN(C(c2ccccc2)c2nnnn2CCC(C)C)CC1 (stereo unspecified)	-4	3	13	2	-4	-3	8	-4	11
COCCCn1c(=S)[nH]c2ccc(N3CCOCC3)cc2c1=O	5	-4	7	6	0	-9	4	0	10
COc1ccc(C(=O)N/N=C/c2c[nH]c3ccccc23)cc1	7	-1	1	9	-2	-4	-6	-4	7
COc1ccccc1OCC(=O)OCC(=O)Nc1sccc1C(N)=O	7	2	4	14	0	-2	11	1	-5
NS(=O)(=O)c1ccc(NC(=O)COC(=O)C23CC4CC(CC(C4)C2)C3)cc1	0	-1	-2	1	-1	-2	-3	4	18
Cn1cc([N+](=O)[O-])c(C(=O)Nc2nc(-c3ccc(Cl)cc3)cs2)n1	-1	3	15	4	-4	-6	1	0	5
O=C1Nc2ccccc2Nc2ncccc21	8	0	1	0	-1	-6	9	-5	-4
O=c1c2ccccc2nc(CSc2nnnn2-c2ccccc2)n1-c1ccccc1	-9	4	4	2	-1	-7	2	1	-1
O=C(CNC(=O)c1cccc(Cl)c1)NCC(c1cccs1)N1CCOCC1 (stereo unspecified)	11	1	7	-1	5	-3	x	-2	2
COc1ccccc1CCNC(=O)CCn1c(=O)oc2ccccc21	3	-3	7	7	-1	-1	0	0	5
CCOc1ccc(N2CC(C(=O)Nc3nnc(C4CCCCC4)s3)CC2=O)cc1 (stereo unspecified)	6	8	12	5	4	-6	8	2	2
O=C1CN(C(=O)/C=C/c2cc(Br)ccc2F)CCN1	0	1	6	-5	0	1	3	3	-3
CCOc1ccccc1NC(=O)C1CCCN(S(=O)(=O)c2ccccc2)C1 (stereo unspecified)	-2	-5	1	6	-1	5	4	-2	5
C/C(CCC(=O)OC[C@H]1O[C@H](C#Cc2ccccc2)C=C[C@@H]1Oc1ccc(C)cc1)=N\OC[C@@H](O)[C@H]1O[C@@H]2OC(C)(C)O[C@@H]2[C@H]1O	x	0	-2	x	-4	3	3	3	x
CN(Cc1cnccn1)Cc1c(C(=O)N2CCc3ccccc3C2)nc2ccc(Cl)cn12	0	1	19	-1	5	1	5	7	-2
Continued:
SMILES	PAFAH1B3 FP inh	pPAFAH FP inh	PREPL inhibitor	PAFAH2 FP inh	LYPLA1 inh	PAD4 inh	GSTO1 inh	LYPLA2 counter	PAFAH1B2 inh
O=C1CCCC2=C1C(c1ccc(Cl)cc1)C1C(=O)c3ccccc3C1=N2 (stereo unspecified)	12	17	16	15	1	-1	6	8	5
COc1ccc(C(=O)N2CCC(O)(c3ccc(F)cc3)CC2)cc1OC	-5	2	23	3	4	-2	0	5	-3
COc1ccc(CNC(=O)c2ccc(CS(=O)(=O)Cc3ccccc3F)o2)cc1	10	14	-9	-4	-1	-1	3	1	12
CN(CC(=O)Nc1cccc(F)c1)C(=O)CSc1ccccc1F	14	12	-2	11	-2	6	3	-3	3
CCCn1c(/C=C/c2ccco2)nc2ccccc21	8	25*	10	18	-10	-7	-2	-5	7
COc1cc(-c2cc(C(=O)Nc3nc4ccccc4s3)c3ccccc3n2)cc(OC)c1OC	-4	4	4	-40	-28	-4	-23	-38	-7
O=C(COc1ccc(F)cc1)NNC(=O)c1cc2ccccc2oc1=O	4	-1	3	4	-1	-6	-8	-6	-1
C=CCOc1c(Br)cc(CNc2nccs2)cc1OC	-3	6	3	-10	0	-4	-5	6	4
CNC(=O)CSc1nnnn1-c1ccc(C)cc1C	20	6	-3	6	0	-3	9	6	5
CC12CCC(C(=O)NCc3ccc4c(c3)OCO4)(OC1=O)C2(C)C (stereo unspecified)	-3	3	-2	-8	1	-6	-1	0	0

In a second layout: results already given
SMILES | PAFAH1B3 FP inh | pPAFAH FP inh | PREPL inhibitor | PAFAH2 FP inh | LYPLA1 inh | PAD4 inh | GSTO1 inh | LYPLA2 counter | PAFAH1B2 inh
CCOc1ccccc1NC(=O)C1CCCN(S(=O)(=O)c2ccccc2)C1 (stereo unspecified) | -2 | -5 | 1 | 6 | -1 | 5 | 4 | -2 | 5
C/C(CCC(=O)OC[C@H]1O[C@H](C#Cc2ccccc2)C=C[C@@H]1Oc1ccc(C)cc1)=N\OC[C@@H](O)[C@H]1O[C@@H]2OC(C)(C)O[C@@H]2[C@H]1O | x | 0 | -2 | x | -4 | 3 | 3 | 3 | x
CN(Cc1cnccn1)Cc1c(C(=O)N2CCc3ccccc3C2)nc2ccc(Cl)cn12 | 0 | 1 | 19 | -1 | 5 | 1 | 5 | 7 | -2
O=C1CCCC2=C1C(c1ccc(Cl)cc1)C1C(=O)c3ccccc3C1=N2 (stereo unspecified) | 12 | 17 | 16 | 15 | 1 | -1 | 6 | 8 | 5
COc1ccc(C(=O)N2CCC(O)(c3ccc(F)cc3)CC2)cc1OC | -5 | 2 | 23 | 3 | 4 | -2 | 0 | 5 | -3
COc1ccc(CNC(=O)c2ccc(CS(=O)(=O)Cc3ccccc3F)o2)cc1 | 10 | 14 | -9 | -4 | -1 | -1 | 3 | 1 | 12
CN(CC(=O)Nc1cccc(F)c1)C(=O)CSc1ccccc1F | 14 | 12 | -2 | 11 | -2 | 6 | 3 | -3 | 3
CCCn1c(/C=C/c2ccco2)nc2ccccc21 | 8 | 25* | 10 | 18 | -10 | -7 | -2 | -5 | 7
COc1cc(-c2cc(C(=O)Nc3nc4ccccc4s3)c3ccccc3n2)cc(OC)c1OC | -4 | 4 | 4 | -40 | -28 | -4 | -23 | -38 | -7
O=C(COc1ccc(F)cc1)NNC(=O)c1cc2ccccc2oc1=O | 4 | -1 | 3 | 4 | -1 | -6 | -8 | -6 | -1
C=CCOc1c(Br)cc(CNc2nccs2)cc1OC | -3 | 6 | 3 | -10 | 0 | -4 | -5 | 6 | 4
CNC(=O)CSc1nnnn1-c1ccc(C)cc1C | 20 | 6 | -3 | 6 | 0 | -3 | 9 | 6 | 5
CC12CCC(C(=O)NCc3ccc4c(c3)OCO4)(OC1=O)C2(C)C (stereo unspecified) | -3 | 3 | -2 | -8 | 1 | -6 | -1 | 0 | 0

Not all compounds are listed. The share of hits here may be higher or lower than overall.
